TMEM16A act = TMEM16A chloride channel activators or potentiators, primary screen, cell-based, HTS | Anoctamin-1 (Mus musculus), Q8BHY3 | HEK293 TMEM16A/YFP-H148Q/I152L, iodide quench fluorescence; stronger effect = lower value | B-score at 10 µM | 0.3% of 340,000 active | AID 623877, 2012;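 active = fluorescence-ratio B-score plate-corrected deviation score at least 3 library SD below zero, with starting fluorescence score within 5 deviations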;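 note: channel opened by trigger with iodide after compound preincubation; score built on the fluorescence ratio of max minus min over baseline; more negative score means more quench and so TMEM16A activation or potentiation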
MrgX1 antagonist = antagonists of human MrgX1 receptor, primary screen, HEK293 cells, Fluo-4 calcium flux. B-score at 10 µM. AID 588676, 2011. 1.3% of 310,000 active. BAM8-22 antagonism; stronger effect = lower value;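 active = calcium-response B-score plate-corrected more than 3 library SD below zero, starting fluorescence within 5 deviations, no agonist response on first addition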;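 note: peak minus trough fluorescence over baseline after final BAM8-22 challenge near maximal dose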
TMEM16A inh = TMEM16A chloride channel inhibitors, primary screen, cell-based, HTS; Anoctamin-1 (Mus musculus), Q8BHY3; 1.2% of 310,000 active; HEK293 TMEM16A/YFP iodide influx fluorescence, ionomycin; normalized B-score (activity score, 25-100; higher = stronger inhibition) at 10 µM;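 active = ratio plate-corrected score three or more library SD toward inhibition, starting fluorescence score within five deviations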;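 note: score derived from kinetic fluorescence span divided by baseline fluorescence per well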
TRPC6 inhibitor = mouse TRPC6 channel inhibitors, primary screen, cell-based, HEK293, membrane potential dye. AID 2553, 2010. 1.1% of 310,000 active. B-score at 10 µM. ACh-evoked depolarization; stronger effect = lower value. Short transient receptor potential channel 6 (Mus musculus), Q61143;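 active = B-score under library mean minus 3 SD, initial fluorescence not abnormally high, positive integrated signal ratio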;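 note: B-score derived from integrated fluorescence ratio over the kinetic read; more negative B-score means stronger inhibition of depolarization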
Target sequence (Q61143 whole entry, looked up): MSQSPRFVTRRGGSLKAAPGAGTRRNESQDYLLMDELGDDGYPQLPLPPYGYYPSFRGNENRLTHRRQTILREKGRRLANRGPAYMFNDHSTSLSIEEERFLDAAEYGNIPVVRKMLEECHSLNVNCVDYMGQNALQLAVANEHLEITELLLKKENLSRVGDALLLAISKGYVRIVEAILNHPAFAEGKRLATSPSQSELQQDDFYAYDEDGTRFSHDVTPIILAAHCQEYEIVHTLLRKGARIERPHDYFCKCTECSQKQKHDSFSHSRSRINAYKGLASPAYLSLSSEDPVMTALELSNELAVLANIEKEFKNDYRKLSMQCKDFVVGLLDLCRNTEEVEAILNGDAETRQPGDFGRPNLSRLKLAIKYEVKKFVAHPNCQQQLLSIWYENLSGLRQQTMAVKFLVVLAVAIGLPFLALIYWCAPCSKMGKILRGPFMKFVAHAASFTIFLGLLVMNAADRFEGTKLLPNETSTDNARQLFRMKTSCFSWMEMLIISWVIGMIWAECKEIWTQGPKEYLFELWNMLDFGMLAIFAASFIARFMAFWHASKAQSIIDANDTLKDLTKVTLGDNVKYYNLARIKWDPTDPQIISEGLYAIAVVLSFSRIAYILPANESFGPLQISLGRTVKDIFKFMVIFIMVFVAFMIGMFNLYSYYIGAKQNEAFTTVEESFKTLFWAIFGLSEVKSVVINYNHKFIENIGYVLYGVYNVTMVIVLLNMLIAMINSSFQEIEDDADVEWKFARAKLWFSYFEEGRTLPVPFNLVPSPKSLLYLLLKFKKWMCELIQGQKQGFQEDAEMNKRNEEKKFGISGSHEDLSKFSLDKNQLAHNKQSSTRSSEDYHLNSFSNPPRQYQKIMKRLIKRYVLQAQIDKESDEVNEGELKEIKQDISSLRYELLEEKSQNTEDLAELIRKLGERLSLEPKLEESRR
TRPC6 act = mouse TRPC6 channel activators, primary screen, cell-based, HEK293, membrane potential dye; Short transient receptor potential channel 6 (Mus musculus), Q61143; HEK293-TRPC6 membrane potential dye fluorescence; stronger effect = higher value; B-score at 10 µM; 0.13% of 310,000 active; AID 2550, 2010;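 active = B-score of the integrated fluorescence ratio above library mean plus 3 SD, and starting fluorescence ratio within library mean plus 5 SD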;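 note: higher score means more depolarization so channel activation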
TRPC4 block = inhibitors of mouse TRPC4 channel, primary screen, Fluo4 calcium, HEK293 TRPC4beta/mu-opioid cells; DAMGO-evoked Fluo4 calcium flux; stronger effect = lower value; B-score at 10 µM; 0.39% of 300,000 active;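 active = B-score over 3 SD under the library average, no early fluorescence shift, positive overall ratio signal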
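test system = HEK293 cells with stable TRPC4beta plus mu-opioid receptor expression | detection = Fluo4 Ca2+ flux fluorescence | read-out = integrated fluorescence ratio relative to baseline, converted to per-well B score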
RGS4 inh = RGS4 inhibitors, primary screen, cell-based, HEK293 M3R inducible RGS4, calcium flux; Regulator of G-protein signaling 4 (Homo sapiens), P49798; Fluo-4 calcium flux; stronger effect = higher value; triggered by carbachol at its EC20; B-score at 10 µM; 0.45% of 310,000 active; AID 463165, 2010;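 active = B-score, a plate-corrected calcium signal, over three deviations above library mean, with baseline fluorescence within five deviations of library mean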;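 note: RGS4 expression induced by doxycycline in cells with stable M3 receptor; B-score is computed from the integrated fluorescence ratio over baseline after carbachol; higher B-score means a larger calcium signal and so more RGS4 inhibition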
TRPC4 act = activators of mouse TRPC4 channel, primary screen, Fluo4 calcium, HEK293 TRPC4beta/mu-opioid cells; Short transient receptor potential channel 4 (Mus musculus), Q9QUQ5; Fluo4 calcium fluorescence; stronger effect = higher value; B-score at 10 µM; 0.49% of 310,000 active;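 active = B-score above 5 SD of library B-scores, and initial fluorescence ratio not above library mean plus 5 SD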;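 note: positive B-score marks a calcium rise read as TRPC4 activation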
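Assay system: HEK293 stable line with TRPC4beta plus mu-opioid receptor. Times: dye 45 min RT, read 110 s. Measured by: kinetic Fluo4 calcium fluorescence. Measure: B score of integrated ratio. Controls: assay buffer as low control, maximal DAMGO as high control.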
TRPC4 PAM = positive allosteric modulators of TRPC4, primary screen, cell-based, mouse TRPC4beta, HEK293 mu-opioid, Fluo-4 calcium. DAMGO EC20, Fluo-4 Ca2+ flux; stronger effect = higher value. B-score at 10 µM. 0.42% of 310,000 active. AID 2227, 2009;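 active = B-score of calcium response area above 5 SD of library B-scores, with initial fluorescence ratio within 5 SD of library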;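 note: B-score of integrated fluorescence ratio over time as area under calcium response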
MrgX1 agonist = agonists of human MrgX1 receptor, primary screen, HEK293 cells, Fluo-4 calcium flux | AID 588627, 2011 | Fluo-4 calcium fluorescence, agonist mode; stronger effect = higher value | 0.44% of 310,000 active | B-score at 10 µM;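 active = calcium response B-score plate-corrected fluorescence ratio at least 3 library SD, with starting fluorescence B-score inside 5 SD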
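Material – MrgX1-expressing HEK293 cells · Input – 15,000 cells seeded per well · Dosing – compound as first of three additions · Times – overnight seeding, then 1 h dark dye loading · Measured by – kinetic Fluo-4 NW fluorescence of intracellular calcium · Read-out – B-scored fluorescence response ratio · Benchmarks – positive and negative control wells on each plate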
MrgX1 PAM = positive allosteric modulators of MrgX1, primary screen, HEK293 cells, Fluo-4 calcium flux; Mas-related G-protein coupled receptor member X1 (Homo sapiens), Q96LB2; FDSS; stronger effect = higher value; B-score at 10 µM; 0.63% of 310,000 active; AID 588675, 2011;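 active = plate-corrected calcium response at least 3 library SD above typical, normal starting fluorescence, not activating the receptor alone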;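 note: compound read alongside a low EC10 to EC30 dose of BAM8-22 agonist; peak minus trough fluorescence over baseline measured at the second addition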
Starred values were filed as active, the others as inactive; i = inactive; nt = no result given.

SMILES | TMEM16A act | MrgX1 antagonist | TMEM16A inh | TRPC6 inhibitor | TRPC6 act | TRPC4 block | RGS4 inh | TRPC4 act | TRPC4 PAM | MrgX1 agonist | MrgX1 PAM
Cc1ccc(N2C(=O)C(Cl)=C(N3CCOCC3)C2=O)cc1Cl | i | i | i | i | i | i | i | i | i | i | i
CC1CCCC(NC(=O)c2ccc3c(c2)NC(=O)CS3)C1C (stereo not given) | i | i | i | i | i | i | i | i | i | i | i
O=C(OCC(=O)N1c2ccccc2Sc2ccccc21)c1cccnc1 | i | i | i | i | i | i | i | i | i | i | i
CC(C(=O)Oc1ccc2c(c1)OCO2)N1C(=O)c2ccccc2C1=O (stereo not given) | nt | i | i | i | i | i | i | i | i | i | i
S=c1[nH]nc(CNc2ccc(Cl)cc2)n1Cc1ccccc1 | i | i | i | i | i | i | i | i | i | i | i
Cc1cc(C)n(CC(=O)NC2C(=O)N3C(C(=O)O)=C(CSc4nnc(C)s4)CSC23)n1 (stereo not given) | i | i | i | i | i | i | i | i | i | i | i
O=C1C2C(c3ccccc3)CC=CC2[C@H](c2ccoc2)N1Cc1ccccc1 (stereo not given in full) | i | i | i | i | i | i | i | i | i | i | i
Cc1ccc(NC(=O)CCCc2ccccc2)nc1 | i | i | i | i | i | i | i | i | i | i | i
CCOC(=O)c1c(C)[nH]c(C(=O)/C(C#N)=C/c2ccc(OC)c(OC)c2)c1C | i | i | i | i | i | i | i | i | i | i | i
O=C(N/N=C/c1ccccn1)c1cc(-c2ccc3ccccc3c2)n[nH]1 | i | i | i | i | i | i | i | i | i | i | i
CCN1CCN(c2ccc(S(=O)(=O)N3CCOCC3)cc2NC(=O)/C=C/c2cccc(OC)c2OC)CC1 | i | i | i | i | i | i | i | i | i | i | i
O=C(NCCc1ccccc1)C1CC(=O)N(C2CCCCC2)C1 (stereo not given) | i | i | i | i | i | i | i | i | i | i | i
O=C(CSc1nccn(-c2ccc(Br)cc2)c1=O)NC1CCCC1 | i | i | i | i | i | i | i | i | i | i | i
O=C(Nc1ccccc1C(F)(F)F)c1ncn[nH]1 | i | i | i | i | i | i | i | i | i | i | i
COc1ccc(CNc2nc3ccccc3n2C(C)C)c(O)c1 | i | i | i | i | i | i | i | i | i | i | i
Cc1ccc2oc(=O)c(/C=C(\O)C(C)(C)C)nc2c1 | i | i | i | i | i | i | i | i | i | i | i
Cc1cccc(C)c1-n1nnnc1C(C)(C)N1CCN(N=O)CC1 | i | i | i | i | i | i | i | i | i | i | i
O=C(NCCc1nc2ccccc2[nH]1)/C(=C/c1ccc2c(c1)OCO2)NC(=O)c1ccccc1 | i | i | i | i | i | i | i | i | i | i | i
Cc1cc(OCC(=O)Nc2ccc(CN3CCOCC3)cc2)c2c(C)c(C)c(=O)oc2c1 | i | i | i | i | i | i | i | i | i | i | i
CCOC(=O)C(NC(C)=O)C(O)c1ccc([N+](=O)[O-])cc1 (stereo not given) | i | i | i | i | i | i | i | i | i | i | i
COc1ccc(CNC(=O)N2CCc3ccccc3C2)cc1 | i | i | i | i | i | i | i | i | i | i | i
CC(C)Oc1ccc(N2C(=O)c3ccccc3C2=O)cc1 | i | i | i | i | i | i | i | i | i | i | i
O=c1c2oc3ccccc3c2ncn1Cc1ccc(Cl)cc1 | i | i | i | i | i | i | i | i | i | i | i
O=C1Nc2ccccc2/C1=N/N=C/c1ccc(-c2ccc([N+](=O)[O-])cc2)o1 | i | nt | nt | i | i | i | 4.8* | i | i | nt | nt
CCOc1ccc(NC(=O)CSc2nc3ccccc3c(=O)n2CCNC(C)=O)cc1 | i | i | i | i | i | i | i | i | i | i | i
CC(NC(=O)/C(=C\c1ccco1)NC(=O)c1ccco1)C(=O)O (stereo not given) | i | i | i | i | i | i | i | i | i | i | i
CCCN(CCC)CCCNC(=O)c1ccc2c(Cl)c3c(nc2c1)CCC3 | i | i | i | i | i | i | i | 124* | i | i | i
Cc1cc(Cl)ccc1OCC(=O)N[C@@H](Cc1ccccc1)c1nc2ccccc2[nH]1 | i | i | i | i | i | i | i | i | i | i | i
COC(=O)C1=C(N)Oc2cc(C)n(CCc3ccccc3)c(=O)c2C1c1cccnc1 (stereo not given) | i | i | i | i | i | i | i | i | i | i | i
Cc1ccc(Cn2ccc(NC(=O)C3C4CCC(C4)C3C(=O)O)n2)cc1 (stereo not given) | i | i | i | i | i | i | i | i | i | i | i
O=C(CN1CCN(c2ccc(F)cc2)CC1)Nc1cc(C(F)(F)F)ccc1Cl | i | i | i | i | i | i | i | i | i | i | i
Cc1ccccc1N(C(=O)CCCC(=O)Nc1ccccn1)C(C(=O)NC1CCCC1)c1ccc(O)cc1 (stereo not given) | i | i | i | i | i | i | i | i | i | i | i
CCCCN(C)CCn1c(=S)[nH]c2ccc(N3CCOCC3)cc2c1=O | i | i | 25* | i | i | i | i | i | i | i | i
Cc1csc(NC(=O)Cc2ccccc2Cl)n1 | i | i | i | i | i | i | i | i | i | i | i
CCOC(=O)CN(C(=O)COc1nc(-c2ccccc2)cc(C)c1C#N)c1ccccc1C | i | i | i | i | i | i | i | i | i | i | i
COC(=O)c1ccccc1NC(=O)CN1C(=O)CSC1=O | i | i | i | i | i | i | i | i | i | i | i
CCOC(=O)C(=CNNc1cccc(Cl)c1)C(=O)OCC | i | i | i | i | i | i | i | i | i | i | i
COc1ccc(Cn2nnnc2C(CC(C)C)N2CCN(c3ccccc3)CC2)cc1 (stereo not given) | i | i | i | i | i | i | i | i | i | i | i
CCC(=O)N1CCC2(CC1)Oc1ccc(F)cc1C(=O)C21CC(c2ccccc2)=NO1 (stereo not given) | i | i | i | i | i | i | i | i | i | i | i
COCCN(C(=O)CSc1nncn1-c1ccccc1)c1c(N)n(Cc2ccccc2)c(=O)[nH]c1=O | i | i | i | i | i | i | i | i | i | i | i
COc1cccc(/C=C2/C(=O)NN(c3ccccc3)C2=O)c1 | i | i | i | i | i | i | 7.5* | i | i | i | i
CCOc1ccccc1NC(=O)CN(C)S(=O)(=O)c1cccc2nsnc12 | i | i | i | nt | nt | nt | nt | nt | nt | i | i
CC(C)(C)Cc1nnc(NC(=O)CCc2ccccc2)s1 | i | i | i | i | i | i | i | i | i | i | i
C=CCn1c(SCC(=O)Nc2c(C)n(C)n(-c3ccccc3)c2=O)nc2scc(-c3ccccc3)c2c1=O | i | i | i | i | i | i | i | i | i | i | i
Cc1cc(NC(=O)CCC2CCCC2)no1 | i | i | i | i | i | i | i | i | i | i | i
O=C(NCC(=O)N1CCN(C(=O)c2ccco2)CC1)c1ccc(Cl)cc1 | i | i | i | i | i | i | i | i | i | i | i
Cc1cccc(C(=O)NCCC(=O)Nc2ccc(C#N)cc2)c1 | i | i | i | i | i | i | i | i | i | i | i
O=C(NNC(=O)c1ccccc1O)c1ccc(Cl)c(S(=O)(=O)N2CCCCC2)c1 | i | i | i | i | i | i | i | i | i | i | i
O=C(Nc1ccc(Cl)c(C(F)(F)F)c1)C(=O)N1CCCCC1 | i | i | i | i | i | i | i | i | i | i | i
CCn1nc(NS(=O)(=O)c2ccc([N+](=O)[O-])cc2)c2cc3ccc(C)cc3nc21 | i | i | i | i | i | i | i | i | i | i | i
Next part:
SMILES | TMEM16A act | MrgX1 antagonist | TMEM16A inh | TRPC6 inhibitor | TRPC6 act | TRPC4 block | RGS4 inh | TRPC4 act | TRPC4 PAM | MrgX1 agonist | MrgX1 PAM
O=C(CSc1nc2ccccc2c(=O)n1-c1ccccc1)N1CCN(CCO)CC1 | i | i | i | i | i | i | i | i | i | i | i
CC(=O)Nc1ccc(Nc2cc(C)nc3c(-c4ccccc4)c(C)nn23)cc1 | i | i | i | i | i | i | 8.6* | i | i | i | i
Cc1cccc(N2CCN(S(=O)(=O)c3c(C)noc3/C=C/N(C)C)CC2)c1C | i | i | i | i | i | i | i | i | i | i | i
COCCCNC(=O)/C(C#N)=C/c1ccc(F)cc1 | i | i | i | i | i | i | i | i | i | i | i
COc1cc(C(=O)O)c2c(c1C)OC(=O)c1c(C)cc(O)c(C=O)c1O2 | i | i | i | i | i | i | i | i | i | i | i
Cc1cccc(C)c1NC(=O)N1CC=CCC1 | i | i | i | i | i | i | i | i | i | i | i
Cc1c(C)n2c(SCC(=O)N3CCC(C)CC3)nnc2[nH]c1=O | i | i | i | i | i | i | i | i | i | i | i
Cc1cc(C)c2cc(C)c(SCC(=O)NCc3ccco3)nc2c1 | i | i | i | i | i | i | i | i | i | i | i
COc1cc(C2C3=C(CC(C)(C)CC3=O)OC(N)=C2[N+](=O)[O-])ccc1O (stereo not given) | i | i | i | i | i | i | i | i | i | i | i
Cc1cccc(NC(=O)CSc2nnc([C@@H](N)Cc3ccccc3)o2)c1C | i | i | i | i | i | i | i | i | i | i | i
C/C=C(/C)C(=O)Nc1cccc(C2=NOC3(C2)C[C@@H](C(N)=O)N(C(=O)[C@H]2CCC(=O)N2)C3)c1 (stereo not given in full) | i | i | i | i | i | i | i | i | i | i | i
COCCNC(=O)CS(=O)Cc1nc(-c2ccc(OC)cc2)oc1C (stereo not given) | i | i | i | i | i | i | i | i | i | i | i
C1=C(c2ccccc2)N2CCN=C2S1 | i | i | i | i | i | i | i | i | i | i | i
O=C(N/N=C/c1ccc(Cl)cc1)c1ccc2c(c1)OCO2 | i | i | i | i | i | i | i | i | i | i | i
COc1ccc(C(=O)n2nnc3ccccc32)cc1Br | i | i | i | i | i | i | i | i | i | i | i

Screening results: PubChem BioAssay, Johns Hopkins Ion Channel Center
